Compound activity deposited in PubChem by several laboratories.
procasp3 activ: activators of human procaspase-3; recombinant procaspase-3 D3A, Ac-DEVD-pNA absorbance 405 nm; hit rate 0.11% among 330,000; AID 463141; P42574; activation, % at 8.5 µM;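 active = activation above the mean of all tested compounds plus 3 SD, cut at about 21% in these data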;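 also: 0% = DMSO alone and 100% = DMSO wells spiked with extra 5 µM PC-3 D3A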
Target sequence (P42574 whole entry D9A/D28A/D175A): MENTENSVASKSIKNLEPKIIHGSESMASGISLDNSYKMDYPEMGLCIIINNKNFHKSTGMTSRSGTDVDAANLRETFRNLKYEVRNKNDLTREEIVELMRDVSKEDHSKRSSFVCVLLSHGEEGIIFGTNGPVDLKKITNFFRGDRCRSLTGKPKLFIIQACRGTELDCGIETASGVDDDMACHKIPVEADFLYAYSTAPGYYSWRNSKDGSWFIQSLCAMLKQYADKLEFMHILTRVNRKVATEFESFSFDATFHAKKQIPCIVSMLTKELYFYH
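material = Procaspase-3 D3A mutant | probe or stimulus = Ac-DEVD-pNA | compound = single dose, 8.5 µM nominal compound, 0.8% DMSO | timing = 1 h preincubation, 2 h reaction | measured by = 405 nm absorbance of p-nitroaniline, reads at 0 and 120 min | benchmarks = DMSO-only low control, 5 µM PC-3 D3A high control | repeats = singlicate, each compound tested once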
LAP4 TOR yeast: yeast TOR pathway LAP4-GFP modulation | AID 2023 | hit rate 0.34% among 320,000 | GFP response vs DMSO, % at 10 µM | S. cerevisiae LAP4-GFP multiplex, flow cytometry GFP, 3 h; median GFP as percent of DMSO wells;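 active = GFP response vs DMSO above a set limit, about the screen mean plus 3 SD, cut at about 150% in these data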
AHR act: activates the human aryl hydrocarbon receptor | AID 2796 | activation, % at 5 µM | AHR-responsive luciferase reporter cells, luminescence | P35869 | hit rate 2.5% among 320,000; in the data active = activation above about 47%;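 also: 0% = vehicle wells and 100% = reference agonist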
AGP1-GFP MLPCN: modulators of TOR pathway AGP1-GFP in S. cerevisiae | S. cerevisiae AGP1-GFP multiplex flow cytometry, 3 h; GFP as percent of DMSO wells | GFP response vs DMSO, % at 10 µM | hit rate 0.02% among 320,000;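 active = GFP response relative to DMSO above a set limit, near screen average plus 3 SD, cut at about 150% in these data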;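 also: median GFP channel fluorescence of the gated AGP1 strain per well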
MEP2-GFP yeast: alters MEP2-GFP fluorescence in TOR pathway yeast screen | S. cerevisiae MEP2-GFP strain, flow cytometry GFP, 3 h; 100% = DMSO control level | GFP response vs DMSO, % at 10 µM | hit rate 0.51% among 330,000 | AID 2016;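 active = GFP response versus DMSO above a set limit, roughly screen mean plus 3 SD, cut at about 180% in these data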;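 also: median GFP fluorescence of the barcode-gated MEP2-GFP cells per well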
RPL19A TOR yeast: alters RPL19A-GFP fluorescence in TOR pathway yeast screen; hit rate 0.3% among 330,000; S. cerevisiae RPL19A-GFP strain, flow cytometry, 3 h; hits give low values; percent response vs DMSO, % at 10 µM; AID 2025;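 active = percent response vs DMSO below 50%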;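 also: median channel GFP fluorescence of the barcoded RPL19A-GFP strain; ratio of sample median GFP to plate DMSO average so 100% = DMSO; lower means less RPL19A-GFP as with rapamycin TOR inhibition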
proCasp7 act: counter-screen: procaspase-7 (human) activation. activation, % at 8.5 µM. AID 463210. hit rate 0.093% among 330,000. recombinant procaspase-7, Ac-DEVD-pNA absorbance 405 nm; D23A/D198A/D206A triple mutant, cannot self-cleave; scale: DMSO 0, 5 µM enzyme 100;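 active = percent activation above the screen-wide mean plus 3 SD, cut at about 25% in these data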
Target sequence (P55210 whole entry D23A/D198A/D206A): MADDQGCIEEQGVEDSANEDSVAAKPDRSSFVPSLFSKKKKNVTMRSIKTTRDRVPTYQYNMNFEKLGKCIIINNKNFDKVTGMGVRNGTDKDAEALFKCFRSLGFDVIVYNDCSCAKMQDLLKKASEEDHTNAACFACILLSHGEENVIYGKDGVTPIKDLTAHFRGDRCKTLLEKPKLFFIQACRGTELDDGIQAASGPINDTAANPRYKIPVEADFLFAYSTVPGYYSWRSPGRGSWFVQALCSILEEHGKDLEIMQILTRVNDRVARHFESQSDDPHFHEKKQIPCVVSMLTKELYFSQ
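Assay system – Uncleavable procaspase-7 mutant enzyme · Quantity – 2 µM procaspase-7 mutant as dispensed · Times – 1 h preincubation, 2 h reaction · Dosing – single nominal 8.5 µM compound dose, 0.8% DMSO final · Buffer or medium – Zinc-free 50 mM HEPES buffer, pH 7.4, with NaCl and Triton X-100 · Detection – Epi-absorbance of released pNA at 405 nm, two timepoints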
CIT2-GFP yeast: alters CIT2-GFP fluorescence in TOR pathway yeast screen; S. cerevisiae CIT2-GFP strain, flow cytometry, 3 h; 100 means same as DMSO wells; GFP response vs DMSO, % at 10 µM; hit rate 0.065% among 320,000;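 active = GFP response relative to DMSO above a set limit, near the screen mean plus 3 SD, cut at about 150% in these data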;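 also: ratio of well median GFP fluorescence to mean of DMSO wells on the plate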
Numbers without * were called inactive; / = not tested or not shown.

The opening five compounds, to show the layout:
#	mol	procasp3 activ	LAP4 TOR yeast	AHR act	AGP1-GFP MLPCN	MEP2-GFP yeast	RPL19A TOR yeast	proCasp7 act	CIT2-GFP yeast
1	COC(=O)c1c(-c2ccc(SC)cc2)sc2ccc(OC)cc12	5	119	18	103	116	101	5	101
2	O=C(Cc1ccc(F)cc1)c1ccc(O)cc1O	6	109	1	93	100	99	7	83
3	O=C1c2ccccc2C(=O)N1CCOc1cccc(Br)c1	1	108	31	102	101	103	14	102
4	Cc1ccccc1NC(=O)NNC(=O)COc1ccc2ccccc2c1	-2	87	28	98	91	100	-6	113
5	CCC(C)(C)NC(=O)/C=C/c1cc(OC)c(OC)c(S(=O)(=O)N2CCc3ccccc32)c1	6	98	5	94	91	89	6	90

All compounds of this part, from the first entry:
#	mol	procasp3 activ	LAP4 TOR yeast	AHR act	AGP1-GFP MLPCN	MEP2-GFP yeast	RPL19A TOR yeast	proCasp7 act	CIT2-GFP yeast
1	COC(=O)c1c(-c2ccc(SC)cc2)sc2ccc(OC)cc12	5	119	18	103	116	101	5	101
2	O=C(Cc1ccc(F)cc1)c1ccc(O)cc1O	6	109	1	93	100	99	7	83
3	O=C1c2ccccc2C(=O)N1CCOc1cccc(Br)c1	1	108	31	102	101	103	14	102
4	Cc1ccccc1NC(=O)NNC(=O)COc1ccc2ccccc2c1	-2	87	28	98	91	100	-6	113
5	CCC(C)(C)NC(=O)/C=C/c1cc(OC)c(OC)c(S(=O)(=O)N2CCc3ccccc32)c1	6	98	5	94	91	89	6	90
6	Cc1ccc([N+](=O)[O-])cc1NC(=O)CN1CCC(C)CC1	4	/	2	89	93	88	2	83
7	COc1ccccc1N1CCN(C(=O)c2ccc(S(=O)(=O)N3CCCCC3)cc2)CC1	-4	103	1	104	108	96	-6	100
8	COc1ccccc1N1CCN(C(=S)Nc2ccccc2)CC1	4	108	1	113	122	121	-6	109
9	CCOC(=O)c1oc2ccc(/C=N/O)c(Cl)c2c1C	5	104	-2	97	111	105	15	100
10	CCc1nnc(NS(=O)(=O)c2ccc(NC(=S)NC(=O)c3ccccc3)cc2)s1	-2	100	0	98	106	104	-8	95
11	CC1CSc2ccccc2NC1=S (configuration not stated)	-5	103	1	98	99	96	-5	95
12	C=CCn1c(SCC(=O)NCc2ccco2)nnc1C1CCCCC1	3	85	0	84	93	89	4	83
13	O=C(COC(=O)c1ccc(O)cc1O)NC1CCCCCC1	3	95	1	99	92	97	9	94
14	O=C(CCN1C(=O)c2ccccc2C1=O)Nc1ccc(F)cc1F	3	99	-8	109	103	103	-3	104
15	CC/C(Cc1ccccc1)=N/NC(=O)c1cccc(Br)c1	-6	94	4	93	93	90	-10	83
16	O=C(Nc1nnc(SCC(=O)N2CCOCC2)s1)C1CC(=O)N(c2ccc(F)cc2)C1 (configuration not stated)	5	101	5	103	106	101	-1	104
17	O=C(NC1CCCCCC1)C1c2ccccc2C(=O)N1Cc1cccnc1 (configuration not stated)	3	104	1	105	102	98	5	106
18	O=[N+]([O-])c1ccc(-c2csc(N3CCCCCC3)n2)cc1	-8	90	-3	101	105	103	-9	103
19	COc1cccc(C2C(C(C)=O)=C(O)C(=O)N2CCc2c[nH]c3ccccc23)c1 (configuration not stated)	-8	103	2	99	100	98	-6	147
20	CCOC(=O)C1(Cc2ccccc2)CCN(Cc2ccon2)CC1	-1	101	1	101	100	97	2	/
21	Cc1nn(Cc2cccc(C(=O)NC3CCCCC3)c2)c(C)c1Cl	6	120	3	101	97	95	7	99
22	CCOC(=O)C1=C(CC)OC(N)=C(C#N)C1c1ccc(F)cc1F (configuration not stated)	-2	98	0	100	101	98	4	97
23	COc1ccccc1C(=O)N/C(=C\c1ccccc1)C(=O)NC(C)C(=O)O (configuration not stated)	0	95	2	93	91	98	2	85
24	Brc1ccc(-c2ncc3ccccn23)cc1	-1	105	28	99	107	98	10	100
25	O=C(c1ccc(SCc2ccco2)c([N+](=O)[O-])c1)N1CCOCC1	-1	102	3	98	93	93	-1	93
26	COc1cccc(C(=O)NCC(=O)OCC(=O)NC2CCCCC2)c1	5	88	1	101	98	102	10	100
27	C/C=C/c1ccc(OCCN2C(=O)NC(C)(C)C2=O)c(OC)c1	2	96	5	100	105	100	-5	103
28	Cc1ccc(-c2nn(C(C)(C)C)c3ncnc(NS(=O)(=O)c4ccc([N+](=O)[O-])cc4)c23)cc1	8	120	0	104	101	96	17	100
29	COc1cccc(C(=O)NCc2n[nH]c(=S)n2-c2cccc(C)c2)c1	-6	100	2	102	102	96	2	103
30	O=C(NN=C(Cc1ccccc1)Cc1ccccc1)c1ccncc1	-6	103	5	108	112	109	-1	100

Two of the compounds above, field by field.
[3] O=C1c2ccccc2C(=O)N1CCOc1cccc(Br)c1
- procasp3 activ: 1
- LAP4 TOR yeast: 108
- AHR act: 31
- AGP1-GFP MLPCN: 102
- MEP2-GFP yeast: 101
- RPL19A TOR yeast: 103
- proCasp7 act: 14
- CIT2-GFP yeast: 102
[4] Cc1ccccc1NC(=O)NNC(=O)COc1ccc2ccccc2c1
- procasp3 activ: -2
- LAP4 TOR yeast: 87
- AHR act: 28
- AGP1-GFP MLPCN: 98
- MEP2-GFP yeast: 91
- RPL19A TOR yeast: 100
- proCasp7 act: -6
- CIT2-GFP yeast: 113

Next part:
#	mol	procasp3 activ	LAP4 TOR yeast	AHR act	AGP1-GFP MLPCN	MEP2-GFP yeast	RPL19A TOR yeast	proCasp7 act	CIT2-GFP yeast
31	NC(=O)c1cc(-c2ccccc2)nc(Oc2ccccc2)n1	-5	87	17	/	76	92	5	87
32	Cc1cccnc1NC(=O)c1ccccc1-c1ccccc1C(=O)Nc1ncccc1C	-11	86	1	89	92	95	-5	90
33	O=C(COC(=O)c1ccccc1Br)Nc1nnc(-c2ccccc2)o1	3	115	0	102	106	101	11	100
34	Clc1ccc(-c2cc(C3CCNCC3)[nH]n2)cc1	2	96	8	93	98	93	-1	98
35	CCOc1cc(-c2cc(N)n[nH]2)cc(OCC)c1OCC	-2	117	1	98	103	105	12	102
36	COc1ccc(C(=O)COC(=O)c2ccc3c(c2)NC(=O)CS3)c(OC)c1	-1	82	0	97	89	96	1	87
37	O=c1c2ccccc2cnn1Cc1n[nH]c(=S)n1-c1ccccc1	-6	83	-2	92	96	101	-14	98
38	COc1ccc(/C=N/N2CCN(c3ccncc3S(=O)(=O)N3CCCCC3)CC2)cc1	-12	96	4	95	102	100	0	96
39	O=C(Nc1nncs1)C1CC(=O)N(CCc2ccc(F)cc2)C1 (configuration not stated)	-4	95	0	96	99	104	11	101
40	Cc1c(C(=O)OCc2nc3scc(-c4ccccc4)c3c(=O)[nH]2)cccc1[N+](=O)[O-]	3	99	-1	99	102	102	5	102
41	O=c1/c(=C/c2ccc([N+](=O)[O-])cc2)sc2n1CCCN=2	-3	100	-6	98	94	95	-1	93
42	c1ccc(COc2cccc(CNn3cnnc3)c2)cc1	3	100	0	102	100	97	1	100
43	CCN(CC)S(=O)(=O)c1ccc(Cl)c(C(=O)Nc2cc(C)nn2-c2ccccc2)c1	8	89	0	98	103	99	7	101
44	CCOc1ccc(OCCSc2nnnn2C2CCCCC2)cc1	-6	96	7	99	103	99	-1	100
45	O=C(c1ccc2nc(-c3ccccc3)c(-c3ccccc3)nc2c1)N1CCCCC1	4	101	-3	101	96	98	2	95
46	COc1ccc(C(CNC(=O)c2oc3ccc(OC)cc3c2C)N2CCCC2)cc1 (configuration not stated)	0	102	0	106	100	98	2	100
47	CCCc1ccc(-c2csc(NC(=O)Cc3cccs3)n2)cc1	1	110	5	102	104	99	9	107
48	COc1cc2ccccc2cc1C(=O)NCCCN1CCOCC1	-2	101	0	106	105	100	3	100
49	O=C(CCc1nnc(CCCCc2ccccc2)o1)NC1CCCC1	2	107	0	102	97	95	4	91
50	CCOc1ccc(C(=O)CCC(=O)NNC(=O)CCN2CCN(c3ccccc3)CC2)cc1	-2	94	1	102	111	104	3	108
51	COc1cccc(C2CC(c3ccc(Cl)cc3Cl)n3nc(N)nc3N2)c1 (configuration not stated)	8	100	0	102	105	97	10	100
52	C=CCOc1ccccc1CNCCNC(=O)c1nonc1N	3	101	2	107	92	99	2	103
53	Cc1ccccc1NC(=O)Cn1nnc2ccccc21	3	99	-1	101	96	99	7	97
54	CCNC(=S)N1CCN=C1Nc1nc(C)cc(C)n1	3	98	12	105	97	96	12	99
55	CCN(Cc1ccccc1)C(=O)CCc1nc(CN2CCN(C(=O)c3ccc([N+](=O)[O-])cc3)CC2)no1	7	96	1	98	103	100	5	101
56	Cc1ccc(C(=O)c2sc(Nc3ccccc3)c(C#N)c2N)cc1	2	97	39	100	110	106	-54	105
57	CC(=O)c1cccc(NC(=O)CN2C(=O)C(=O)N(Cc3ccco3)C2=O)c1	3	100	2	108	103	100	-5	102
58	CCNC(=O)CC1C(=O)N(c2cccc(C)c2)C(=O)N1CCC(C)C (configuration not stated)	0	109	0	106	104	103	6	100
59	COc1ccc(NC(=O)c2cc(-c3cccc(OC)c3)on2)cc1	-5	104	-4	97	109	91	10	97
60	Nc1nc2c(c3c1c(=O)oc1ccccc13)CCCCC2	8	104	7	92	114	90	9	94

An excerpt from above, limited to AGP1-GFP MLPCN, MEP2-GFP yeast and procasp3 activ.
item	structure	AGP1-GFP MLPCN	MEP2-GFP yeast	procasp3 activ
37	O=c1c2ccccc2cnn1Cc1n[nH]c(=S)n1-c1ccccc1	92	96	-6
38	COc1ccc(/C=N/N2CCN(c3ccncc3S(=O)(=O)N3CCCCC3)CC2)cc1	95	102	-12
39	O=C(Nc1nncs1)C1CC(=O)N(CCc2ccc(F)cc2)C1 (configuration not stated)	96	99	-4
40	Cc1c(C(=O)OCc2nc3scc(-c4ccccc4)c3c(=O)[nH]2)cccc1[N+](=O)[O-]	99	102	3
41	O=c1/c(=C/c2ccc([N+](=O)[O-])cc2)sc2n1CCCN=2	98	94	-3
42	c1ccc(COc2cccc(CNn3cnnc3)c2)cc1	102	100	3

Other records:
#	mol	procasp3 activ	LAP4 TOR yeast	AHR act	AGP1-GFP MLPCN	MEP2-GFP yeast	RPL19A TOR yeast	proCasp7 act	CIT2-GFP yeast
61	CCOC(CNC(=O)CN1C(=O)COc2ccc(S(=O)(=O)N3CC(C)CC(C)C3)cc21)OCC (configuration not stated)	4	107	2	105	105	104	4	102
62	Cc1ccc(NC(=O)COC(=O)/C(=C/c2cccs2)c2cccs2)cc1S(=O)(=O)N(C)C	7	90	0	97	94	101	8	100
63	CCC(=O)c1ccc(N2CCOCC2)c(F)c1	-4	97	-1	97	105	100	1	94
64	CCc1nnc(NS(=O)(=O)c2ccc(NC(=O)/C=C/c3ccc(F)cc3)cc2)s1	8	79	2	89	88	94	-1	95
